SUMO1-SIM PPI – modulators of SUMO1 protein-protein interactions, primary screen, biochemical, uHTS; Small ubiquitin-related modifier 1 (Homo sapiens), P63165; SUMO1 binding to a labelled peptide, TR-FRET, 1 h; inhibition, % at 20 µM; 0.33% of 360,000 active; AID 602429, 2012; in the data active = inhibition above about 37%
Target sequence (P63165 whole entry, looked up): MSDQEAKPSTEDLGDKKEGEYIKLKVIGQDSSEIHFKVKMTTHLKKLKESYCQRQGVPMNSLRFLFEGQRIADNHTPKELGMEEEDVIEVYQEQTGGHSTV
Rpn11 inh – Rpn11 (PSMD14) deubiquitinase inhibitors, primary screen, biochemical, fluorescence polarization, uHTS; calls only at 20 µM; AID 588493, 2011; human 26S proteasome, Ub4-pepOG fluorescence polarization; 20S core pre-blocked with epoxomicin; 0.59% of 360,000 active; 26S proteasome non-ATPase regulatory subunit 14 (Homo sapiens), O00487;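 active = inhibition at 20 µM, scaled to each plate's controls, above about 33%, limit read from the data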
NadD block – inhibitors of S. aureus NadD, primary screen, biochemical, colorimetric, uHTS | Nicotinate-nucleotide adenylyltransferase NadD (Staphylococcus aureus N315) | purified NadD enzyme, colorimetric absorbance read-out | inhibition, % at 20 µM | 0.78% of 360,000 active; in the data active = inhibition above about 26%; note: some compounds past the cut are filed as inactive
DNMT1 block – human DNMT1 methyltransferase inhibitors, primary screen, biochemical, molecular beacon, fluorescence, HinP1I cleavage, uHTS. DNA (cytosine-5)-methyltransferase 1 (Homo sapiens), P26358. inhibition (reported as % activation of signal), % at 10 µM. 0.83% of 360,000 active; in the data active = inhibition above about 50%
CendR NRP1 mod – modulators of CendR peptide binding to NRP-1, primary screen, biochemical, fluorescence polarization, uHTS; Neuropilin-1 (Homo sapiens), O14786; FAM-RPARPAR peptide binding to NRP-1; inhibition, % at 25 µM; 0.85% of 360,000 active; AID 602438, 2012;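 active = inhibition or corrected inhibition above about 18%, plus a signal ratio from 0.5 to 1.5, limit read from the data, passing the limit was not always enough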; note: strong numbers were not always called active
Target sequence (O14786 whole entry, looked up): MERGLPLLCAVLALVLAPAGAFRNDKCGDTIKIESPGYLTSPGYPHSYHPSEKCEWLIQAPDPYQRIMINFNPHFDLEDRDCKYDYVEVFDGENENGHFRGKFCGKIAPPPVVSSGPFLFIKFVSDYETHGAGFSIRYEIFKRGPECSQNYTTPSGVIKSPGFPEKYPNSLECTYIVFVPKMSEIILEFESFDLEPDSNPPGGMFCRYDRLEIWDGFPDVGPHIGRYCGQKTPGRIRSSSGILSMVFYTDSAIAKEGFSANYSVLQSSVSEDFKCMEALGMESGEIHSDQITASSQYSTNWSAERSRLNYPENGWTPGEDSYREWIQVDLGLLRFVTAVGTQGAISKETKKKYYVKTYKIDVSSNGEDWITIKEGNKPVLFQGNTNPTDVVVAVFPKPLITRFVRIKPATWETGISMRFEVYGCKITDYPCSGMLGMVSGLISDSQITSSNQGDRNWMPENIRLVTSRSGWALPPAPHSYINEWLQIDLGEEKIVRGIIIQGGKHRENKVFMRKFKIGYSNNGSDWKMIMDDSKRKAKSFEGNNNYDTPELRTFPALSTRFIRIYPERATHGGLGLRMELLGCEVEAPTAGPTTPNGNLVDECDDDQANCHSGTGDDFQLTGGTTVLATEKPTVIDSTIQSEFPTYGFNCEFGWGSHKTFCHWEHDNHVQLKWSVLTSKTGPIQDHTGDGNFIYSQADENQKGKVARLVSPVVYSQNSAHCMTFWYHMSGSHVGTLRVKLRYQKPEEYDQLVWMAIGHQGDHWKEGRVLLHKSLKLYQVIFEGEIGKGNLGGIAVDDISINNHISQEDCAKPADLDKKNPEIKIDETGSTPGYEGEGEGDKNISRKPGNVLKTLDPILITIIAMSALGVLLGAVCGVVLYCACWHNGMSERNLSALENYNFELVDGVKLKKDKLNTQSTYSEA
LMPTP block – LMPTP phosphatase inhibitors, primary screen, biochemical, fluorescence intensity, uHTS; recombinant LMPTP-A, OMFP fluorogenic substrate; 0.22% of 360,000 active; inhibition, % at 20 µM; AID 651560, 2012; Low molecular weight phosphotyrosine protein phosphatase (Homo sapiens), P24666;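 active = compounds that cut the enzyme signal by at least half of the control window in the single-dose screen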;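 note: plate controls were DMSO wells with enzyme plus substrate for no effect and substrate without enzyme for full effect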
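Buffer or medium: Bis-Tris pH 6.0, DTT, detergent; Assay system: LMPTP-A enzyme; Quantity: 0.625 nM enzyme; Detection: endpoint fluorescence intensity; Times: 50 min dark incubation at room temperature; Controls: substrate-only low control, DMSO enzyme-plus-substrate high control; Doses: single 20 µM dose; Read-out: percent inhibition versus substrate-only and uninhibited controls; Reagent: 400 µM OMFP.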
STEP inh – STEP phosphatase inhibitors, primary screen, biochemical, fluorescence intensity, uHTS; 0.25% of 360,000 active; inhibition, % at 20 µM; recombinant STEP, OMFP fluorogenic substrate; AID 588621, 2011; Tyrosine-protein phosphatase non-receptor type 5 (Homo sapiens), P54829;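 active = inhibition at 20 µM, scaled per plate between control wells, above about 37%, limit read from the data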;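 note: 0% = DMSO with enzyme and substrate and 100% = substrate only without enzyme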
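Material: STEP (striatal-enriched tyrosine phosphatase) enzyme, cell-free; Compound dosing: 20 µM single dose in 1% DMSO; Technique: fluorescence read at 480 nm ex / 540 nm em; Times: reaction 20 min, ambient temperature; Medium: 50 mM Bis-Tris pH 6.0 with 2.5 mM DTT and 0.005% Tween 20; Also added: OMFP at 25 µM.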
Scp-1 inhibitor – Scp-1 phosphatase inhibitors, primary screen, biochemical, colorimetric, uHTS. Carboxy-terminal domain RNA polymerase II polypeptide A small phosphatase 1 (Homo …. Recombinant Scp1, phosphopeptide, malachite green phosphate absorbance. inhibition, % at 20 µM. 0.88% of 340,000 active. AID 493091, 2011;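 active = inhibition above about 50% at 20 µM, limit read from the data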;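 note: plate controls were DMSO wells with enzyme for no effect and wells lacking enzyme for full effect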
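Test system: SCP-1 phosphatase catalytic domain, residues 76-261 | Compound dosing: One concentration, 20 µM, with 1.0% DMSO | Schedule: 45 min room-temperature reaction, 5 min colour, 30 min stabiliser | Detection: Absorbance at 630 nm | Read-out basis: % inhibition of SCP-1 phosphate liberation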
SKN-1 block – suppressors of acrylamide-induced Pgst-4::GFP reporter in worms, primary screen, SKN-1 inhibitor project, whole organism, uHTS, GFP/RFP fluorescence ratio, strain VP596; C. elegans VP596 Pgst-4::GFP/RFP ratio, 24 h; AID 624304, 2012; inhibition, % at 21.8 µM; 0.49% of 360,000 active;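 active = interference check ratio from 0.5 to 1.5 plus GFP to RFP signal ratio inhibition reaching or exceeding a fixed threshold, cut at about 30% in these data, passing the limit was not always enough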; note: some compounds called inactive have numbers as strong as hits
MT1-MMP act inh – blockers of MT1-MMP proenzyme processing, primary screen, HT1080 RFP-PRO-GFP cells, GFP/RFP fluorescence; GFP/RFP ratio change, % at 20 µM; 0.061% of 360,000 active; Matrix metalloproteinase-14 (Homo sapiens), P50281; GFP/RFP ratio fluorescence, overnight; percent of plate control window, DMSO zero;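 active = GFP/RFP ratio change of at least 30% with cell ATP level not reduced by more than half and red fluorescence within 50% of control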; note: strong numbers were not always called active
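Assay system: HT1080 RFP-PRO-GFP cells | Dosing: 20 µM single dose, 1% DMSO | Incubation: Cells overnight before dosing, compound overnight, 37 °C, 5% CO2 | Evaluation: GFP/RFP fluorescence ratio | Control set: DMSO-only wells and HT1080 RFP-L50D-GFP cell wells as references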
Active calls of the source: *; i = inactive; / = not tested or not shown. This is a random part of the collection; overall some 3.9% were active at least once.

Below each compound – SUMO1-SIM PPI	Rpn11 inh	NadD block	DNMT1 block	CendR NRP1 mod	LMPTP block	STEP inh	Scp-1 inhibitor	SKN-1 block	MT1-MMP act inh
- CCOc1ccc(NC(=O)CN2CCN(CC(=O)Nc3ccc(OC)cc3OC)CC2)cc1
 : 3	i	-2	-5	5	-0.6	-4	1	12	-1
- CN(Cc1ccccc1)C(=O)c1nc[nH]c1C(=O)N1CCc2ccccc2C1
 : -1	i	-5	1	-1	-0.6	-2	-2	-12	-3
- COC(=O)[C@]12CCCCC=C1N(CCc1ccc(OC)c(OC)c1)C(=O)[C@H](CC(=O)N1CCC(c3ccccc3)CC1)C2
 : 4	/	/	/	1	1.6	/	/	-3	10
- CCN(C(=O)CSc1nc(N)cc(=O)[nH]1)c1c(N)n(Cc2ccccc2)c(=O)[nH]c1=O
 : 2	i	2	0	-4	-0.3	2	-7	0	-2
- O=C(COC(=O)c1ccccc1NS(=O)(=O)c1ccc(Cl)cc1)NCc1ccccc1
 : 0	i	-5	7	-6	-1.1	-2	-2	-2	-1
- COc1cccc(-c2oc3c(c2C(=O)OCCN2CCCCC2)C(O)CCC3)c1 (configuration not stated)
 : 0	/	-9	/	3	0.1	/	/	24	3
- COc1ccc(C(=O)N(Cc2ccco2)Cc2cccs2)c(O)c1
 : 2	i	-3	1	-14	0.0	-3	-8	1	1
- CCN(C[C@H]1N[C@@](CC)(C(=O)OC)[C@H]2C(=O)N(Cc3ccccc3)C(=O)[C@@H]12)C(=O)COc1ccccc1
 : -2	i	-5	-1	6	-1.4	-2	-4	-2	1
- CNC(CC(C)C)C(=O)NC1C(=O)NC(CC(N)=O)C(=O)NC2C(=O)NC3C(=O)NC(C(=O)NC(C(=O)O)c4cc(O)cc(O)c4-c4cc3ccc4O)C(O)c3ccc(c(Cl)c3)Oc3cc2cc(c3OC2OC(CO)C(O)C(O)C2OC2C[C@](C)(N)C(O)C(C)O2)Oc2ccc(cc2Cl)C1O (some centres not stated)
 : 34	i	-2	2	-11	-1.4	4	-12	-13	3
- NC(Cc1ccc(C(F)(F)F)cc1)c1csc(Nc2cnccn2)n1 (configuration not stated)
 : -4	i	-7	-6	1	-1.1	-2	/	-2	1
- Cc1ccc2c(C)c(C(=O)N3CCCC(C(N)=O)C3)oc2c1C (configuration not stated)
 : 2	i	-7	-1	5	0.0	-1	10	5	0
- CC(=O)N1CCN(c2ccc(NCc3cccc4ccccc34)cc2)CC1
 : 1	i	5	-5	7	2.8	2	-10	-4	2
- CCN1CCN(C(c2ccccc2)c2nnnn2Cc2ccccc2)CC1 (configuration not stated)
 : -2	i	-4	2	13	-3.5	1	2	9	-1
- C/C=C/c1ccc(OCCCCOc2c(OC)cccc2OC)c(OC)c1
 : -2	i	-1	-6	0	3.4	4	-13	15	-2
- O=c1nc(NCc2ccccc2Cl)cn[nH]1
 : 2	i	2	5	11	-1.9	1	-1	-11	/

Exported with tabs: entries from further up.
structure	SUMO1-SIM PPI	Rpn11 inh	NadD block	DNMT1 block	CendR NRP1 mod	LMPTP block	STEP inh	Scp-1 inhibitor	SKN-1 block	MT1-MMP act inh
Cc1ccc2c(C)c(C(=O)N3CCCC(C(N)=O)C3)oc2c1C (configuration not stated)	2	i	-7	-1	5	0.0	-1	10	5	0
COC(=O)[C@]12CCCCC=C1N(CCc1ccc(OC)c(OC)c1)C(=O)[C@H](CC(=O)N1CCC(c3ccccc3)CC1)C2	4	/	/	/	1	1.6	/	/	-3	10
CCOc1ccc(NC(=O)CN2CCN(CC(=O)Nc3ccc(OC)cc3OC)CC2)cc1	3	i	-2	-5	5	-0.6	-4	1	12	-1
C/C=C/c1ccc(OCCCCOc2c(OC)cccc2OC)c(OC)c1	-2	i	-1	-6	0	3.4	4	-13	15	-2
CN(Cc1ccccc1)C(=O)c1nc[nH]c1C(=O)N1CCc2ccccc2C1	-1	i	-5	1	-1	-0.6	-2	-2	-12	-3
COc1cccc(-c2oc3c(c2C(=O)OCCN2CCCCC2)C(O)CCC3)c1 (configuration not stated)	0	/	-9	/	3	0.1	/	/	24	3

Next section:
Below each compound – SUMO1-SIM PPI	Rpn11 inh	NadD block	DNMT1 block	CendR NRP1 mod	LMPTP block	STEP inh	Scp-1 inhibitor	SKN-1 block	MT1-MMP act inh
- Cc1cc(=O)n2c(nc3ccccc32)[nH]1
 : -4	i	-12	3	4	-1.0	-1	0	6	-2
- COc1ccccc1NC(=O)c1cc(-c2cc(OC)c(OC)c(OC)c2)nc2ccccc12
 : -14	i	-5	-1	1	5.7	2	-8	-8	-4
- COc1ccc(C(=O)NCc2nnc(SCC(=O)NC3=NCCS3)n2C)cc1
 : -1	i	-3	0	-6	-0.2	0	-3	6	4
- Cc1cccc(C2N(c3ccc(F)cc3)C(=O)C3CCCN32)c1 (configuration not stated)
 : -5	i	-4	-3	-11	-1.2	-3	-8	19	-2
- CCCNC(=S)N1CCC(NC(=O)c2ccc(C)cc2)CC1
 : 2	i	-3	0	-5	0.2	1	-3	1	0
- CN1C(=O)[C@H]2[C@@H](c3ccc(C(F)(F)F)cc3)N[C@]3(CCCN(Cc4ccc(Cl)cc4)C3=O)[C@H]2C1=O
 : 0	i	9	-3	-2	-0.4	-4	/	2	3
- O=C(Nc1ccccc1OC(F)F)c1ccc(S(=O)(=O)N2CCOCC2)cc1
 : 3	i	-4	4	-4	-1.0	3	-3	11	-2
- Cc1cc(C)c(C)c(S(=O)(=O)NCC(=O)Nc2sc3c(c2C(N)=O)CCCC3)c1C
 : 4	i	5	-7	3	-1.6	-5	-2	-5	-8
- CCc1ccc(Nc2cc(=O)n(C3CCCCC3)c(=O)[nH]2)cc1
 : 4	i	4	-5	-12	2.4	6	-6	13	-6
- CCC1(c2ccccc2)NC(=O)N(CC#N)C1=O (configuration not stated)
 : 4	i	5	-5	-9	-1.1	1	-6	7	1
- COc1ccc(C(=O)Nc2nc(-c3cccs3)c(NC(C)=O)s2)cc1
 : 4	i	-2	-2	0	0.5	-2	3	-6	1
- CCOC(=O)c1cccc(N2C(=O)C3C(C(=O)NC4CC4)C4(C)C=CC3(O4)C2C(=O)NC(C)(C)C)c1 (configuration not stated)
 : 0	i	-4	-1	4	-2.3	-2	-8	23	-2
- CN(CC(=O)NC1CCCCCC1)S(=O)(=O)c1ccc(Br)cc1
 : 1	i	-6	5	0	-2.2	0	2	6	7
- C[C@H](CO)N1C[C@H](C)[C@@H](CN(C)Cc2ccccc2F)Oc2ncc(Br)cc2C1=O
 : 3	i	-3	1	18	-1.2	-1	/	0	4
- COc1ccc(OC)c2sc(NC(=O)c3cccc(N4C(=O)CCC4=O)c3)nc12
 : 40	i	-8	1	0	43	2	9	4	1

New compounds follow.
Below each compound – SUMO1-SIM PPI	Rpn11 inh	NadD block	DNMT1 block	CendR NRP1 mod	LMPTP block	STEP inh	Scp-1 inhibitor	SKN-1 block	MT1-MMP act inh
- COc1cc(N2CCC(O)CC2)ccc1Nc1nnc(Cl)c(Nc2ccccc2S(C)(=O)=O)n1
 : -11	i	1	-1	-3	-1.8	-1	-2	-8	4
- Cc1c(Cc2ccccc2)c(=O)oc2cc(OCC(=O)NC(Cc3ccc(Cl)cc3)C(=O)O)ccc12 (configuration not stated)
 : 16	i	3	-4	-35	0.5	0	-4	4	-1
- Brc1ccc2c(c1)C(C1=NCCN1)c1ccccc1CS2 (configuration not stated)
 : 1	i	-8	0	-13	-1.5	-1	1	12	-13
- CCn1c(N2CCC(C)CC2)nc2c1c(=O)n(C)c(=O)n2C
 : 6	i	2	-2	8	-0.5	2	-4	-7	2
- CCCNC(=S)Nc1cc2oc3ccccc3c2cc1OC
 : -3	i	-1	-1	9	0.5	2	-2	1	4
- COc1cccc(C2CNC3(CCCC(C)C3)c3[nH]c4ccccc4c32)c1OC (configuration not stated)
 : 1	i	-3	-4	2	-1.9	-1	-4	7	-2
- Cc1ccc(C(=O)N2CCC(n3nccc3NC(=O)c3ccccc3C)CC2)cn1
 : 3	i	2	0	2	-1.8	3	0	12	2
- COC(=O)C1=CN(c2ccc(N3CCOCC3)cc2)C(N)=C(C#N)C1c1ccc(-c2ccccc2)cc1 (configuration not stated)
 : -158	/	/	/	8	2.4	/	/	13	-4

High-throughput results from PubChem.
